Lung fibro prol – antiproliferative effect on LL 47 fibroblasts – human, LL 47 cells, CellTiter-Glo luminescence, primary screen; hit rate 1.1% among 85,000; LL 47 human lung fibroblast viability, ATP luminescence; active compounds read low; viability, % at 10 µM;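 active = viability at or below 50% in the single dose screen; inactive = viability above 50%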;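 also: compound exposure lasted 72 h before the ATP readout; 100% = median luminescence of untreated cell-only wells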
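material = human LL 47 lung fibroblast cells | dosing = compounds added from tenfold dosing solution, 0.1% DMSO final | timing = overnight cell rest, 72 h compound treatment at 37 °C | measured by = CellTiter-Glo luminescence measuring cellular ATP | evaluation = % viability versus median cells-only luminescence | control set = cell-only wells, no compound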
ERa SRC1 inh – ERα–SRC-1 coactivator interaction inhibitors, primary screen, biochemical, TR-FRET, ERα LBD, estradiol-bound; TR-FRET ER-alpha LBD / SRC-1 peptide; inhibition, % at 25.6 µM; hit rate 1.7% among 86,000; in the data active = inhibition above about 50%;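 also: 0% = receptor plus peptide control and 100% = peptide only without receptor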
Target sequence (P03372 whole entry, looked up, the tested form may be a part): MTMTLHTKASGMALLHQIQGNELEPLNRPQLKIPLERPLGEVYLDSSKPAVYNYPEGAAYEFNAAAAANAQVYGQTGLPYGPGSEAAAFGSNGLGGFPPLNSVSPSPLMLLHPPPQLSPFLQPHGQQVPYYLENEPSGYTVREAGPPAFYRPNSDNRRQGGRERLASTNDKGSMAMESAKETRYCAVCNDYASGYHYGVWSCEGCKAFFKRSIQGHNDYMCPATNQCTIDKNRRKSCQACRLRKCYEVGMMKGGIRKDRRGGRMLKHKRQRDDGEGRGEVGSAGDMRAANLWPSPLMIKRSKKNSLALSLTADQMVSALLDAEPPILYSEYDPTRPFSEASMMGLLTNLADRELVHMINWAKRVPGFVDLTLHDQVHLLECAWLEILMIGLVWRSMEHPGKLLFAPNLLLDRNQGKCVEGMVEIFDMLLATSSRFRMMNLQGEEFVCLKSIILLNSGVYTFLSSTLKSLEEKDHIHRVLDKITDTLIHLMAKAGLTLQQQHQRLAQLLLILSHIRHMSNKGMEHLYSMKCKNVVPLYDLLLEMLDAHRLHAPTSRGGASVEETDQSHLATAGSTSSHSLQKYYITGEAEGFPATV
HUVEC prolif 384 – inhibitors of HUVEC proliferation, primary screen, cell-based, 384-well; hit rate 1.1% among 86,000; CellTiter-Glo luminescence, 72 h; active compounds read low; viability, % at 10 µM (by protocol); AID 648, 2007;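 active = viability at or below 30%; inactive = viability above 30%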;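 also: 100% = median luminescence of DMSO-only cell control wells on each plate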
CYP2C19 inhib – blockers of cytochrome P450 2C19 activity – biochemical, luminescence, ADME assay, primary screen. hit rate 21% among 96,000. CYP2C19 Supersomes, luciferin-H EGE luminescence, 30 min. AID 778, 2007. inhibition, % at 5 µM. P33261;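 active = CYP2C19 inhibition above a set limit at 5 µM in the primary screen, cut at about 50% in these data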;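 also: plate controls were negative control wells for no effect and 2.5 mM tranylcypromine positive control for full effect; values of inactives mirror those of a sister screen read the other way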
Target sequence (P33261 whole entry, looked up): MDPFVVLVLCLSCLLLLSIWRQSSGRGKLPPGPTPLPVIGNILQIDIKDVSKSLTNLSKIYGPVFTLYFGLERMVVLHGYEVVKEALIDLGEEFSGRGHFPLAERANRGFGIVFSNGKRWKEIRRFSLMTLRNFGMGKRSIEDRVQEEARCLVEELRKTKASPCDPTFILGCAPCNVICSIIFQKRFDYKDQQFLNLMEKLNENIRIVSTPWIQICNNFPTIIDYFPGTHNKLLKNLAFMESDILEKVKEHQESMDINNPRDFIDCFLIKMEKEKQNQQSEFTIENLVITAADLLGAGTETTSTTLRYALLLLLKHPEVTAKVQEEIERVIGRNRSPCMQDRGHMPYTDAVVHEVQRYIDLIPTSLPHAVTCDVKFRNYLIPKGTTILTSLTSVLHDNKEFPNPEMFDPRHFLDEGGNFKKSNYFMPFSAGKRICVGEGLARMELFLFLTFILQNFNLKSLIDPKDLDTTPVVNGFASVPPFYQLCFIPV
Mac1 fbg inh – inhibitors of CD11b/CD18 adhesion to fibrinogen, primary screen, K562 cells, luminescence | Integrin beta-2 (Homo sapiens) + Integrin alpha-M (Homo sapiens), P05107+P11215 | ATPlite luminescence; Mn2+ added to activate the integrin | inhibition, % at 10 µM | hit rate 0.54% among 93,000 | AID 1497, 2009;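 active = primary inhibition of 50% or more at 10 µM, then 40% or more on retest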; also: some results filed as inactive read as strong as hits
H69AR growth 86K – proliferation blockers of H69AR lung cancer cells, primary screen, cell-based, human, 86K library; H69AR lung tumor viability, ATP luminescence, 72 h; active compounds read low; viability, % at 10 µM; hit rate 6% among 85,000;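 active = viability at or below 40%; inactive = viability above 40%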;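 also: multidrug resistant small cell line overexpressing MRP-1 efflux transporter; 100% = mean luminescence of untreated control wells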
Mac1 fbg enh – enhancers of CD11b/CD18 adhesion to fibrinogen, primary screen, K562 cells, luminescence; activation, % at 10 µM; ATPlite luminescence; Integrin beta-2 (Homo sapiens) + Integrin alpha-M (Homo sapiens), P05107+P11215; hit rate 0.07% among 93,000;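 active = 10 µM primary screen giving 50% or more activity, confirmed by 40% or more on retest at that dose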; also: strong numbers were not always called active
CYP2C19 activ – human CYP2C19 activators, primary screen, biochemical, luminescence | recombinant CYP2C19, luciferin-H EGE luminescence; active compounds read high; 0 = fully inhibited enzyme, 1 = untreated enzyme | activation factor at 5 µM | 96,000 tested, under 10 active | AID 1025, 2008;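 active = activation factor of at least 2 at 5 µM in the primary screen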;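 also: 0 = wells with 2.5 mM tranylcypromine and 1 = vehicle-only wells; values of inactives mirror those of a sister screen read the other way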
ERa coact pot – enhancers of ERα–SRC-1 coactivator binding, primary screen, biochemical, TR-FRET, ERα LBD, low estradiol; coactivator binding (% of control), % at 25.6 µM; hit rate 1.3% among 86,000; TR-FRET ERalpha-LBD/SRC-Cy5 coactivator binding, 2 h; 100 = basal binding, no effect; AID 639, 2007; in the data active = activity above about 200%;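 also: binding measured in presence of low estradiol as agonist stimulus; 0% = peptide alone without receptor and 100% = receptor with peptide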
Active calls of the source: *; · = not tested or not shown; [ ] = dose if it differs, or a comment. Random draw from the library. Share with any hit: about 26%.

SMILES	Lung fibro prol	ERa SRC1 inh	HUVEC prolif 384	CYP2C19 inhib	Mac1 fbg inh	H69AR growth 86K	Mac1 fbg enh	CYP2C19 activ	ERa coact pot
CSc1cccc(NC(=O)Nc2ccc(Cl)cc2)c1	94	-9	97	10	14	86	-4	0.9	118
O=S(=O)(NC1CC1)c1ccc(S(=O)(=O)N2CCCC(c3nc(-c4cccnc4)no3)C2)cc1 (stereo not drawn)	101	1	104	70*	19	77	-2	0.3	127
O=C1CSC(c2ccccc2)N1c1nnc(C23CC4CC(CC(C4)C2)C3)s1 (stereo not drawn)	·	·	·	14	11	·	-1	0.9	·
O=C(c1ccccc1F)N1CCN(S(=O)(=O)c2ccc3c(c2)OCCO3)CC1	95	1	109	93*	5	96	3	0.1	136
COc1cc(OC)c2c(c1)C(=O)c1cc(OC)cc(OC)c1C2=O	·	·	·	4	-12	·	5	1	·
Cc1nc2scc(-c3cccs3)c2c(=O)n1-n1cccc1	90	-1	91	53*	3	83	2	0.5	110
CN=C(Nc1cc(C)nn1CCC#N)c1ccccc1F	102	1	97	4	-14	102	3	1	97
COc1ccc(/C(O)=C2/C(=O)C(=O)N(CCCN(C)C)C2c2cccc(Cl)c2)cc1OC (stereo not drawn)	100	-8	86	·	-4	78	2	·	113
O=C(CN1CCCN(S(=O)(=O)c2ccc(Br)s2)CC1)Nc1ccc(Cl)cc1	96	9[fluorescence artefact?]	85	88*	9	49	5	0.1	115
c1coc(-c2nnc(NC3=NCCC3)o2)c1	92	4	81	6	-51	89	3	0.9	119[fluorescence artefact?]
Cc1nc2sccn2c(=O)c1CCN1CCC(=C(c2ccc(F)cc2)c2ccc(F)cc2)CC1	95	0	32*	·	·	48	·	·	69
Cc1cc(C)n(-c2nc3nonc3nc2Nc2cccc(C)c2C)n1	·	·	·	7	0	·	-1	0.9	·
O=C(Cn1ncn2c(cc3ccccc32)c1=O)NCc1ccco1	110	57*[fluorescence artefact?]	86	62*	-19	82	9	0.4	95[fluorescence artefact?]
Cc1ccc(C)c(NC(=O)CSc2ncnc3nc[nH]c23)c1	·	·	·	5	-23	·	-1	1	·
COc1cccc(NC2C=CS(=O)(=O)C2)c1 (stereo not drawn)	87	-9[fluorescence artefact?]	87	·	·	62	·	·	95
Cc1cccc2cc(CN(Cc3ccco3)C(c3nnnn3CCc3ccccc3)C(C)C)c(=O)[nH]c12 (stereo not drawn)	·	4	86	78*	16	66	-2	0.2	89
c1ccc(CN2CCN(c3nc(-c4ccccn4)nc4ccccc34)CC2)cc1	45*	-16	14*	36	11	3.2*	-2	0.6	97
COC(=O)c1nnn(-c2nonc2N)c1CSc1nc2ccccc2s1	94	-5	112	52*	4	45	10	0.5	101
CC(=O)c1ccc(N2CCN(C(=O)COc3ccc(F)cc3)CC2)c(F)c1	95	-10	91	53*	-8	86	0	0.5	88
CC1CCCN(Cc2nc3c(c(=O)n(C)c(=O)n3C)n2CC(N)=O)C1 (stereo not drawn)	99	-6	98	18	-3	105	-3	0.8	110
CCCCN(C)c1nc(-c2ccco2)c2c(c1C#N)CC(C)(C)OC2	79	-2	93	-9	-6	42	10	1.1	91
O=C(Cc1ccccc1)N/N=C/c1cccs1	·	·	·	26	-11	·	0	0.7	·
CCOc1cc(/C=N/NC(=O)Cn2nc([N+](=O)[O-])cc2C)cc(Br)c1OCc1ccccc1F	51	1	30*	10	4	8.3*	-2	0.9	111
O=C(COc1ccc(Cl)cc1)N(Cc1ccccc1)c1nc(-c2ccccc2)cs1	·	·	·	-17	-1	·	-3	1.2	·
O=C(Nc1ccc(O)cc1)C1CCCO1 (stereo not drawn)	99	5[fluorescence artefact?]	100	5	-25	90	-7	0.9	114
COc1ccccc1CNC(=O)C(CCSC)NC(=O)C1CCC(C)CC1 (stereo not drawn)	·	5[fluorescence artefact?]	·	18	-21	·	-1	0.8	122
O=C(CSc1nnc(-c2ccc(Cl)cc2)n1Cc1ccco1)c1cccs1	·	·	·	7	5	·	2	0.9	·
N#CC1(c2nc3ccccc3[nH]2)CC1c1ccc2c(c1)OCO2 (stereo not drawn)	103	-3	87	92*	4	89	-2	0.1	116
COc1ccc(C2(CNC(=O)CCC(=O)O)CCCC2)cc1	99	-5	98	8	2	87	-2	0.9	118[fluorescence artefact?]
COc1ccc(C2=NN3C(C2)c2ccccc2OC32C(=O)N(C)c3ccccc32)cc1 (stereo not drawn)	·	·	·	5	-18	·	3	1	·
COc1ccc(C(=O)N(CC(=O)NC(C)(C)C)c2ccc3c(c2)OCCO3)cc1OC	104	20	98	-17	-11	97	3	1.2	93
CCOC(=O)N1CCC(Nc2cccc(SC)c2)CC1	102	-14	99	40	-1	93	-2	0.6	98
CCN(CC(=O)Nc1ccc2c(c1)OCCO2)C(=O)C1CCCCC1	105	-18	105	0	-5	86	-2	1	106
O=C(c1cnn2c1NC(c1ccco1)CC2C(F)(F)F)N1CCN(c2cccc(Cl)c2)CC1 (stereo not drawn)	88	0	58	81*	-13	14*	-2	0.2	98[fluorescence artefact?]
Cc1ccc2nc(NC3=NCN(CCc4ccccc4)CN3)nc(C)c2c1	74	9[fluorescence artefact?]	92	-14	-3	98	2	1.1	80[fluorescence artefact?]
CCCC(=O)Nc1nc2c(OC)ccc(OC)c2s1	94	2	70	30	-8	80	2	0.7	88
O=C(CCN1C(=O)C2C3C=CC(C3)C2C1=O)N1CC(=O)N(CCc2ccccc2)C(=O)C1 (stereo not drawn)	105	1	105	2	-16	89	-2	1	129
COc1ccccc1NC(=O)CN1CCN(c2ccccc2F)CC1	89	-12	100	88*	·	88	·	0.1	120
CCOC(=O)CN1CCc2c(C)nc3c(-c4ccc(OC)c(OC)c4)cnn3c21	·	·	·	-6	0	·	5	1.1	·
Cc1ccc(S(=O)(=O)NCC(=O)N(CC(=O)NC2CCCCC2)CC2CCCO2)cc1 (stereo not drawn)	99	-1	103	8	0	103	2	0.9	120
CNC(=O)CSc1nnc(-c2ccncc2)n1Cc1ccccc1	88	-1	95	17	·	96	·	0.8	93
Cc1cc2c(cc(C(=O)N3CCC(C(=O)N4CCCC4)CC3)n2Cc2c(F)cccc2Cl)o1	93	-6	103	96*	2	91	1	0	116
Oc1c(/C=N/c2ncn[nH]2)ccc2ccccc12	99	12	91	0	0	91	-2	1	78
O=C1CCCN1c1ccc(Br)cc1	105	-5	105	20	1	102	-4	0.8	85
c1cc(-c2nnc(-c3ccncc3)o2)ccn1	104	8	99	66*	-7	94	-5	0.3	98
COc1ccc(C=NCCC2(O)CC(C)N(C)CC2C)cc1 (stereo not drawn)	98	-8	97	·	·	93	·	·	126
CC(CCc1ccccc1)NC(=O)C1CCCN(c2nnc(-n3cccc3)s2)C1 (stereo not drawn)	93	8	107	·	·	78	·	·	79
CCOc1ccc(NC2C=CS(=O)(=O)C2)cc1 (stereo not drawn)	99	-7	82	·	·	96	·	·	107[fluorescence artefact?]
COCCCNC(=O)CN1CCN(Cc2ccccc2Cl)C1=O	102	-5	96	-11	-4	98	0	1.1	107
COc1cc(C(c2c(C)[nH][nH]c2=O)c2c(C)[nH][nH]c2=O)ccc1OS(=O)(=O)c1ccccc1	100	5	97	23	8	96	2	0.8	94
More compounds
SMILES	Lung fibro prol	ERa SRC1 inh	HUVEC prolif 384	CYP2C19 inhib	Mac1 fbg inh	H69AR growth 86K	Mac1 fbg enh	CYP2C19 activ	ERa coact pot
COCCN(CCOC)S(=O)(=O)c1ccc(C(=O)Nc2nnc(C3CC3)o2)cc1	93	-16	90	-20	-12	87	3	1.2	94
Cc1ccc(OCC(=O)n2nc(C)cc2C)c(C)c1	101	-9	102	22	-4	95	-4	0.8	85
Cc1nn(CC(=O)O)c2ccccc12	98	4[fluorescence artefact?]	91	-15	-28	112	-2	1.2	115
O=C(c1ccc(Cl)c(S(=O)(=O)N2CCCCCC2)c1)N1CCN(c2ccccn2)CC1	·	·	·	25	30	·	-4	0.7	·
Cn1c(-c2ccc(F)cc2)cnc1SCC(=O)N1CCCCC1	102	-2	105	62*	1	91	-2	0.4	111
COc1ccc(Br)cc1CNC(=O)C1CCN(S(=O)(=O)N2CCCCC2)CC1	99	-4	91	23	·	88	·	0.8	129
O=C(CSc1nnc(-c2ccncc2)n1Cc1ccco1)c1ccc(Cl)cc1	96	0	84	95*	12	77	-3	0.1	93
CSC1=NCCN1C(=O)c1c(-c2ccccc2Cl)noc1C	96	-7	113	71*	-2	84	-1	0.3	95
CN1CCN(c2nc3ccccc3nc2C(C#N)C(=O)OC2CCCCC2)CC1 (stereo not drawn)	71	1[fluorescence artefact?]	3.7*	13	4	19*	3	0.9	88[fluorescence artefact?]
COCCNC(=O)Cn1cc2c(n1)CCC(C)C2 (stereo not drawn)	101	-8	92	4	-5	88	8	1	123

Compounds above that have a COOH group (2):
SMILES	Lung fibro prol	ERa SRC1 inh	HUVEC prolif 384	CYP2C19 inhib	Mac1 fbg inh	H69AR growth 86K	Mac1 fbg enh	CYP2C19 activ	ERa coact pot
COc1ccc(C2(CNC(=O)CCC(=O)O)CCCC2)cc1	99	-5	98	8	2	87	-2	0.9	118[fluorescence artefact?]
Cc1nn(CC(=O)O)c2ccccc12	98	4[fluorescence artefact?]	91	-15	-28	112	-2	1.2	115

(further entries)
SMILES	Lung fibro prol	ERa SRC1 inh	HUVEC prolif 384	CYP2C19 inhib	Mac1 fbg inh	H69AR growth 86K	Mac1 fbg enh	CYP2C19 activ	ERa coact pot
Cc1ccc(S(=O)(=O)/N=C2/C=C(C3C(=O)CC(C)(C)CC3=O)C(=O)c3ccccc32)cc1	104	2	101	0	-4	93	-1	1	66
N#Cc1ccccc1NC(=O)COC(=O)CSc1nc2ccccc2o1	101	11	88	13	-3	86	0	0.9	110
CC(C)(C)NC(=O)Cn1c(=O)oc2cc(S(=O)(=O)N3CCc4ccccc43)ccc21	85	0	94	8	-3	59	5	0.9	119
N#Cc1cc(Sc2ccccn2)c(Sc2ccccn2)cc1C#N	82	-5	70	-2	-7	56	3	1	213*
Cc1ccccc1NC1=NC(=S)N(c2ccccc2)C12CCOC(C)(C)C2 (stereo not drawn)	95	0	97	15	·	74	·	0.8	93
Cc1cc2ncn(C(=O)N3CCC(C)CC3)c2cc1C	104	-27	107	·	·	81	·	·	110
Cc1ccccc1CSCCNC(=O)c1ccc(N(C)S(=O)(=O)c2ccccc2)cc1	·	·	·	49	6	·	-3	0.5	·
COc1ccc(S(=O)(=O)Cc2ccc(C(=O)NCCc3ccc(S(N)(=O)=O)cc3)o2)cc1	100	3	95	2	-19	103	-4	1	119
CC(C)(C)NC(=O)NC(=O)CSc1nnc2ccccn12	103	6	107	-2	-5	93	2	1	103
